NR1D1 modulator: Rev-erb alpha (human) modulation; activity, % at 10 µM; Rev-erbα–FITC-DNA binding, fluorescence polarization, 90 min; AID 1259318; P20393; actives 0.79% (n = 370,000);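 active = activity above about 14%, limit read from the data; passing the limit was not always enough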;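 also: 0% = DMSO wells with 35 nM protein and 100% = DMSO wells with 750 nM protein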
rCAG binder: binds r(CAG) RNA repeats. r(CAG) RNA repeat, TO-PRO-1 dye displacement fluorescence. actives 1.3% (n = 370,000). AID 651821. inhibition, % at 3 µM;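 active = inhibition above the plate cutoff, the mean of all test compounds on that plate plus 3 SD, cut at about 35% in these data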;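 also: 0% = DMSO alone and 100% = 100 µM mitoxantrone as full dye displacement; higher means more dye released from RNA so lower well fluorescence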
HTRA1 inhibitor: blocks human HTRA1 serine peptidase. AID 504803. recombinant HTRA1, FP-rhodamine activity-based probe, fluorescence polarization. actives 0.5% (n = 340,000). inhibition, % at 5.96 µM. Q92743; in the data active = inhibition above about 36%;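 also: 0% = enzyme with DMSO and 100% = wells lacking enzyme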
LEDGF integ inh: blocks HIV-1 LEDGF/p75-dependent DNA integration; TR-FRET IN-LEDGF/p75 DNA integration, Eu/Cy5; actives 0.64% (n = 370,000); inhibition, % at 3.7 µM; AID 743269;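 active = inhibition above the screen-wide mean plus 3 SD, cut at about 13% in these data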;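 also: signal is the Cy5 over europium emission ratio at 671 and 618 nm; 0% = plate median of compound wells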
PRMT1 inh: inhibitors of human PRMT1; Q99873; recombinant PRMT1, activity-based probe fluorescence polarization; inhibition, % at 2.79 µM; actives 1.3% (n = 370,000); AID 652257;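 active = inhibition above about 21% made by adding two undisclosed values, limit read from the data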
Target sequence (Q99873 whole entry, looked up): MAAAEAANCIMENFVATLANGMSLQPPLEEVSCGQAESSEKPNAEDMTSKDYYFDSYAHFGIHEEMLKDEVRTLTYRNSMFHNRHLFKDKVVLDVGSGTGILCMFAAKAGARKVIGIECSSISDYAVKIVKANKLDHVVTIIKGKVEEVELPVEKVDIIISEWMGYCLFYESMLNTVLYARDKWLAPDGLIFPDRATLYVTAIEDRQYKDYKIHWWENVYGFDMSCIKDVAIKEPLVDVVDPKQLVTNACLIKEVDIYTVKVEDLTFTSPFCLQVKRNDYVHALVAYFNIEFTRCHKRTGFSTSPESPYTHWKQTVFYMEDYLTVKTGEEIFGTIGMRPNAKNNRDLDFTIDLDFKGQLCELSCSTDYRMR
mABHD4 FP: inhibitors of mouse ABHD4; inhibition, % at 8.92 µM; purified mABHD4, FP-Rh probe fluorescence polarization; actives 0.54% (n = 370,000); AID 720543; Q8VD66;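 active = inhibition exceeding the mean over every tested compound plus 3 SD, cut at about 30% in these data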;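 also: 0% = plate median of compound wells and 100% = S159A mutant with DMSO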
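Assay system: mouse ABHD4 enzyme, wild type / Also added: fluorescent activity-based probe FP-Rh / Doses: single nominal dose of 8.92 µM, 0.89% DMSO final / Timing: 45 min compound pre-incubation plus 60 min probe step, 25 °C / Signal: FP readout, ex 525 nm / em 598 nm / Control set: S159A mutant/DMSO as 100%, compound-well median as 0%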
PG9 binder: small molecules binding HIV-1 gp120 antibody PG9. TR-FRET gp120-PG9 antibody binding. inhibition, % at 6.7 µM. actives 0.43% (n = 360,000). AID 624416; in the data active = inhibition above about 8.5%
TCR CD3 inh: blocks the human TCR-CD3 interaction; TAMRA-labeled TCR probe fluorescence, biochemical; inhibition, % at 9.4 µM; actives 0.37% (n = 360,000); AID 651800; in the data active = inhibition above about 19%;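 also: recombinant mutant TCR 2C K166C tagged with TAMRA read by polarization; 0% = receptor in buffer alone and 100% = receptor with positive control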
MBD2 inh: MBD2-methylated oligo binding inhibition; inhibition, % at 4.4 µM; actives 0.31% (n = 370,000); TR-FRET, MBD2 binding to methylated oligonucleotide; AID 686964; Q9UBB5; in the data active = inhibition above about 13%
Target sequence (Q9UBB5 whole entry, looked up): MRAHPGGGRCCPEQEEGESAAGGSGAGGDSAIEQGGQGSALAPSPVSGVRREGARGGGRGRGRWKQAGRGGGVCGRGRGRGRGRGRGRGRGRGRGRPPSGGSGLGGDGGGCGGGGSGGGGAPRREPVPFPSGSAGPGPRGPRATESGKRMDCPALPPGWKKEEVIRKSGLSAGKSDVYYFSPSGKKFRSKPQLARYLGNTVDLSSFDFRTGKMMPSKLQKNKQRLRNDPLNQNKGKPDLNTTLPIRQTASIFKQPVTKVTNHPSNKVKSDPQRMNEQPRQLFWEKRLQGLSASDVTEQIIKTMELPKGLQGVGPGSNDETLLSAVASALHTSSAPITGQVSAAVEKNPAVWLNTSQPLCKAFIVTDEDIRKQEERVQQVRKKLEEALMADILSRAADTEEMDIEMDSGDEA
UHRF1 MBD2 ctr: UHRF1 methyl-DNA binding inhibition. inhibition, % at 4.4 µM. AID 687016. Q96T88. UHRF1 binding to methylated oligo, TR-FRET. actives 0.75% (n = 370,000); in the data active = inhibition above about 21%;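 also: UHRF1 SRA domain binding a hemimethylated CpG hairpin DNA probe; 0% = median of test compound wells and 100% = reference inhibitor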
* marks the source's active call; other numbers are inactive results; · = no result given.

SMILES	NR1D1 modulator	rCAG binder	HTRA1 inhibitor	LEDGF integ inh	PRMT1 inh	mABHD4 FP	PG9 binder	TCR CD3 inh	MBD2 inh	UHRF1 MBD2 ctr
CCN(CC)c1ccc(NC(=O)c2c(C)noc2C)cc1	2.6	-5.4	2.1	-6.2	0.5	2.9	-8.4	0.5	0.9	1.9
N#CC(c1ccc(Cl)cc1)c1ccc2c(C(F)(F)F)cc(C(F)(F)F)nc2n1 (configuration not stated)	3.6	3.9	19.6	0.4	0.5	14.1	-1.2	6.5	-3.8	-1.1
O=C(Nc1ccc(C(=O)O)cc1)/C(=C\c1ccccc1)NC(=O)c1ccccc1	-8.2	2.8	1.9	4.4	-1.0	-5.3	-0.9	4.2	-0.9	2.8
Cc1cc(NC(=S)N(Cc2ccc(Cl)cc2)Cc2ccc(C(=O)O)cc2)ccc1Cl	-0.5	69.4*	-90.5	2.9	-1.0	-23.3	-0.9	6.3	2.9	0.2
COc1cc(CN2CCC(C(=O)N3CCCC(C)C3)CC2)cc(Br)c1O (configuration not stated)	-5.2	-6.9	1.2	1.3	-1.6	10.2	-2.2	-4.0	-3.7	1.5
O=C(COc1ccc(Br)cc1CO)Nc1ccc(S(=O)(=O)N2CCCCC2)cc1	0.4	5.8	-49.1	4.3	-1.0	-29.5	-0.5	6.9	-0.2	-0.6
CCCN1Cc2cccc(C(=O)NC(CC(=O)OCC)c3ccc(OC(C)C)cc3)c2C1=O (configuration not stated)	6.2	-5.4	-7.5	2.1	-0.8	-8.5	-1.2	6.0	-5.4	-0.5
CC(=O)c1nn(-c2ccc(Cl)cc2)cc1C(=O)c1ccc(C)cc1	-3.0	-1.7	·	-4.1	5.2	4.7	1.3	-9.7	9.3	26.4*
CC(C)(C)C(=O)Nc1cccc(OC(F)(F)C(F)Cl)c1 (configuration not stated)	1.0	-7.0	-4.3	1.8	-0.8	-8.8	0.6	5.4	-2.8	-0.1
C=C1CCN([C@@H](CC(C)C)C(=O)NCc2ccc(Cl)c(Cl)c2)S(=O)(=O)c2ccccc21	1.8	0.7	-35.0	2.0	-0.4	-20.6	-3.6	5.9	-2.1	-0.8
O=C(NCCOc1nc(N2CCOCC2)nc(N2CCOCC2)n1)Nc1ccc(Cl)cc1	-2.0	1.7	4.7	3.9	1.8	-6.1	3.7	-2.3	4.2	-1.8
COC(=O)C1=C(N)Oc2cc(C)n(CCCn3ccnc3)c(=O)c2C1c1ccc(Cl)cc1 (configuration not stated)	-4.0	-0.9	-1.6	0.3	0.1	2.6	0.4	-0.9	2.5	-1.4
Cc1ccc2[nH]c(=O)c(CN(Cc3ccc4c(c3)OCO4)Cc3nnnn3C3CCCC3)cc2c1	0.5	3.4	-41.8	1.3	0.8	5.7	-1.5	5.2	-7.6	-2.6
Cc1cc([N+](=O)[O-])nn1CC(=O)Nc1nccs1	0.4	1.1	4.3	2.7	2.9	4.8	0.4	6.1	-2.9	-1.7
CCc1cc2c(=O)n(N)c(CCC(=O)O)nc2s1	-1.0	-4.0	0.2	6.5	-5.2	-2.8	-0.1	-2.0	1.7	-0.3
Cc1ccc(N2C(=O)CC(Sc3cccs3)C2=O)cc1 (configuration not stated)	-0.1	-2.2	1.9	-6.4	66.0*	-0.1	-0.8	-7.8	3.0	4.5
COC(=O)c1[nH]c2ccccc2c1NC(=O)CN1CCCc2ccccc21	-1.3	2.8	10.2	4.0	-0.5	10.1	-1.6	-1.3	-1.8	1.5
COc1ccc(-n2c(SCc3cccc4ccccc34)nnc2-c2ccccc2)cc1	7.0	7.1	·	-2.0	-0.1	-10.1	·	·	3.2	1.2
O=C(c1ccc(N2CCOCC2)cc1)N1CCCC(Nc2ccccc2)C1 (configuration not stated)	3.5	-2.8	2.7	-4.0	5.2	2.3	0.6	1.8	8.1	2.7
O=C(CN1CCN(C(=O)c2cccs2)CC1)Nc1ccc(Br)cc1	-2.1	-5.2	-0.3	4.2	0.0	-5.5	1.4	7.2	-5.0	0.6
COc1ccc(/C=C2\SC(=O)N(CCCC(=O)Nc3ccc(C(=O)O)cc3)C2=O)cc1OC	-2.6	5.4	-0.9	0.0	-0.6	-5.8	-2.6	-5.3	-0.3	0.4
O=C1C=C(/C=C/c2ccccc2)C[C@@H](c2ccc(F)cc2)C1	-0.2	1.1	-47.9	-0.5	-3.0	-8.7	-2.5	5.3	1.4	0.0
CCc1cc2ccc(C)cc2nc1SCC(=O)NNC(=O)c1ccco1	0.4	0.9	-10.2	3.1	4.1	-13.2	-2.4	1.6	3.0	-1.6
CSc1nc(=S)n(-c2ccc([N+](=O)[O-])cc2)c(C)c1C(C)=O	3.3	-0.6	3.5	-2.2	-2.3	6.7	-2.4	5.8	-4.1	2.3
Cc1cccc(C)c1NC(=O)C1(C)CSCC(=O)N1Cc1cccs1 (configuration not stated)	-3.5	3.2	·	4.1	-0.3	-7.5	-0.5	11.5	0.6	-0.5
CC(=O)c1ccccc1Oc1cc(NN2CCCCC2)c([N+](=O)[O-])cc1[N+](=O)[O-]	-0.1	12.8	-7.8	1.5	2.5	12.1	-1.4	0.3	-0.4	4.5
C=CCNC(=O)/C(C#N)=C/c1c(N(Cc2ccccc2)Cc2ccccc2)nc2ccccn2c1=O	-2.3	1.1	-34.1	2.3	-0.9	-8.1	-0.9	8.7	-5.7	-0.6
C=CCNC(=O)c1onc(CSc2ccccn2)c1C(=O)NCC=C	-0.7	-7.4	0.1	-2.2	-0.6	3.8	-0.8	5.8	2.1	-0.4
O=[N+]([O-])c1cccn2cc(-c3ccc(Br)cc3)nc12	-4.0	9.6	-3.8	-8.9	9.3	-1.6	-0.5	11.2	-0.6	2.4
CC(C)CCNC(=O)c1ccc2c(Cl)c3c(nc2c1)CCC3	6.6	-4.2	-21.5	6.1	1.1	-0.4	-1.9	6.4	0.0	-1.4
CCOC(=O)CSc1nc2sc3c(c2c(=O)[nH]1)CC(C)(CC)OC3 (configuration not stated)	3.6	3.1	0.2	0.6	-1.4	2.0	-3.0	3.2	2.4	0.7
CC1(C(=O)NS(=O)(=O)c2cccs2)CCN1C(=O)c1ccco1 (configuration not stated)	2.4	-0.1	·	-3.4	2.3	4.0	-0.4	-4.9	-1.3	-0.6
Cc1cccc(C)c1NC(=O)CN(C)C(C)C(=O)NCC(=O)Nc1ccc(F)c(F)c1F (configuration not stated)	6.4	1.5	-5.6	0.8	-3.4	1.4	1.8	2.6	4.8	-1.2
FC(F)(F)c1cccc(NC(=S)OC2CCC23CCC(c2ccccc2)CC3)c1 (configuration not stated)	5.8	·	·	2.5	-5.1	-21.8	·	·	-3.2	-1.0
CCOc1ccccc1C1C(C#N)=C(N)Nc2onc(-c3ccccc3)c21 (configuration not stated)	2.0	12.1	-3.0	3.0	4.4	3.2	-0.1	3.2	-2.7	-7.1
CN1CCN(C(=O)OC2CC3CC2[C@H]2CCCCN2C3=O)CC1 (some centres not stated)	-8.6	0.9	·	0.8	-3.8	-2.8	0.0	11.2	2.4	21.1*
CCn1nc(C)c(CN2CCC(Oc3ccc(C(=O)N4CCCC4)cc3)CC2)c1C	-2.3	-6.0	4.8	0.6	-3.5	-2.5	0.1	6.0	-1.5	-2.5
COC(=O)Nc1sccc1C(=O)Nc1sccc1C(=O)OC	22.8	18.7	-15.1	-2.5	1.4	-8.7	4.3	-7.4	4.1	2.2
CC(C)NC(=O)CN(C(=O)CCC(=O)Nc1nccs1)c1ccc2c(c1)OCO2	-1.1	-1.0	6.5	2.3	6.3	9.5	0.2	-2.7	-0.8	-2.2
Cc1ccc(NC(=O)CSCC(=O)Nc2cccc3ncccc23)cc1	-0.6	-1.1	1.2	-6.3	8.9	2.5	0.7	-9.3	2.1	-1.4

Compound profiles, from the list above.
CSc1nc(=S)n(-c2ccc([N+](=O)[O-])cc2)c(C)c1C(C)=O is listed with NR1D1 modulator = 3.3; rCAG binder = -0.6; HTRA1 inhibitor = 3.5; LEDGF integ inh = -2.2; PRMT1 inh = -2.3; mABHD4 FP = 6.7; PG9 binder = -2.4; TCR CD3 inh = 5.8; MBD2 inh = -4.1; UHRF1 MBD2 ctr = 2.3
COC(=O)Nc1sccc1C(=O)Nc1sccc1C(=O)OC is listed with NR1D1 modulator = 22.8; rCAG binder = 18.7; HTRA1 inhibitor = -15.1; LEDGF integ inh = -2.5; PRMT1 inh = 1.4; mABHD4 FP = -8.7; PG9 binder = 4.3; TCR CD3 inh = -7.4; MBD2 inh = 4.1; UHRF1 MBD2 ctr = 2.2

Continuation.
SMILES	NR1D1 modulator	rCAG binder	HTRA1 inhibitor	LEDGF integ inh	PRMT1 inh	mABHD4 FP	PG9 binder	TCR CD3 inh	MBD2 inh	UHRF1 MBD2 ctr
Cc1cc(C)nc(N2CCC(C(=O)NCCc3ccc(F)cc3)CC2)n1	7.0	-0.5	1.3	-2.9	-2.0	1.4	1.2	-2.3	0.1	8.8
CCc1c(O)nc(SCC(=O)Nc2c(C)cccc2C)n(-c2ccc(F)cc2)c1=O	-3.5	-0.5	8.8	3.5	13.7	-0.8	-1.8	0.1	5.5	-0.5
COc1cc2c(cc1OC)C(=NO)CCCC2	5.3	2.5	4.7	-0.8	6.3	1.2	2.5	-0.8	1.3	-0.1
O=C(O)c1ccc(CN2C[C@@H](CO)O[C@@H](n3cnc4c(N5CCOCC5)ncnc43)C2)cc1	-8.7	1.6	·	2.6	-0.1	0.1	-3.5	-3.3	-4.0	3.3
CC1CCN(S(=O)(=O)c2ccc(C(C)C)cc2)CC1	3.6	-7.7	-9.6	0.1	-6.4	4.4	-1.3	5.5	-1.4	-0.2
O=C(Nc1cccc(C(=O)O)c1)/C(=C\c1ccccc1)NC(=O)c1ccc(Br)o1	-2.2	7.0	4.3	5.3	-0.2	2.0	0.5	-3.9	-1.6	3.5
COc1ccc(NC(=O)N(C)C[C@H]2Oc3c(NC(=O)c4ccncc4)cccc3C(=O)N([C@H](C)CO)C[C@@H]2C)cc1	2.3	1.9	3.4	-0.2	-3.9	-0.1	0.8	2.4	-3.6	1.1
COc1cc(CNC2CCCCCCC2)c(Br)cc1OCCO	2.9	-3.2	4.3	-2.2	0.0	4.7	-0.8	-0.7	3.9	4.3
N#C/C(=C\c1cccs1)C(=O)c1ccccc1Cl	-1.5	5.5	·	6.0	4.0	-33.0	-3.3	-4.4	2.2	-1.3
COc1ccc2nc3ccccc3[n+]([O-])c2c1	-0.1	-20.5	1.0	0.6	36.7*	0.6	-9.8	0.8	-5.1	2.2
CN(C)CC1CCCCC1OC(=O)c1ccc(Cl)cc1 (configuration not stated)	-0.3	-2.4	-2.6	0.2	0.1	4.9	-1.1	-11.3	1.7	4.0
O=C(CCNC(=O)c1ccccc1)OCC(=O)c1ccccc1	2.0	-3.7	0.8	-0.2	-0.6	0.7	-2.9	-0.7	-0.1	-1.1
Cc1ccc(N(C(=O)CNC(=O)c2ccco2)C(C(=O)NCC2CCCO2)c2ccccc2)cc1C (configuration not stated)	4.8	-5.5	0.3	2.9	1.7	-16.0	0.3	-10.6	8.8	4.5
CCCCN1C=CC(=C2C(=O)c3ccccc3C2=O)C=C1	2.0	-2.1	7.0	-1.6	-3.0	5.5	-2.2	3.4	-5.4	-8.3
CC(C)(C)NC(=O)CSCc1ccc(Br)cc1	-3.2	-1.7	7.1	-2.3	2.3	0.7	1.5	8.4	3.0	-0.8
Cc1nc2ccc(Cl)cc2c(-c2ccccc2Cl)c1CC(=O)O	-3.0	10.0	-4.8	6.1	1.9	-5.0	-1.0	-3.9	3.6	6.3
COCCC(=O)N1CCC(Oc2ccc(C(=O)NC3Cc4ccccc4C3)cc2)CC1	-2.4	-6.7	-1.1	1.2	-0.7	0.6	0.2	4.2	-7.1	2.6

Screening data (PubChem BioAssay)

An excerpt; rates above refer to the full screens.
